Assay outcomes (PubChem)
PhoP inhibition: inhibitors of PhoP regulon expression, primary screen, Salmonella Typhimurium, GFP reporter (AID 1863). hit rate 0.16% among 300,000. inhibition, % at 50 µM, or IC50 in µM where a hit was titrated. S. Typhimurium PhoP-regulated promoter GFP reporter, 4 h; higher % means a stronger effect;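 active = inhibition over 29.93%, a cutoff 3 SD above the screen mean, later confirmed by dose response; inconclusive = inhibition over 29.93% but no dose response follow-up; inactive = inhibition at most 29.93% or unconfirmed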;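 note: 0% = low Mg2+ inducing control and 100% = high Mg2+ repressing control; strong numbers were not always called active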
T cell HTS: modulators of CD8 T cell-vesicle binding, primary screen, mouse 2C CD8+ T cells, flow cytometry; hit rate 0.068% among 330,000; calls only at 7 µM; 2C CD8+ T cell-vesicle binding; active compounds read low;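 active = response, share of CD8 T cells binding vesicles, and their 90th percentile fluorescence all below set limits, cut at about 80% in these data, passing the limit was not always enough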
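Also added: QL9-peptide-loaded Drosophila micro-vesicles bearing Ld, ICAM-1 and B7-1; Test system: purified 2C TCR transgenic mouse naive CD8+ T cells; Measured by: cytometric PE anti-B7-1 and Alexa647 anti-CD8 signals after 1% paraformaldehyde fixation; Timing: binding step 1.5 h, 37 °C, antibody labelling 20 min, ice.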
K1F lysis inhibition: inhibition of K1F phage lysis, E. coli UTI89, bacterial capsule biogenesis inhibitors, alamar blue (AID 488966); E. coli UTI89 K1F phage lysis, alamar blue, 2 h; higher % means a stronger effect; one-dose inhibition, % at 100 µM; IC50 in µM for titrated hits; hit rate 0.02% among 340,000;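 active = phage lysis inhibition, versus mean bacterial control, above a set limit; inconclusive = no clear call, values can overlap the other calls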;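 note: capsule biogenesis inhibitors block K1F phage lysis so surviving cells raise fluorescence; higher fluorescence means more inhibition of phage lysis; actives were called in the ten point dose series up to 300 µM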
SV40 large T antigen: SV40 large T antigen inhibitors, biochemical (AID 1903); SV40 large T antigen ATPase/helicase inhibition assay; higher % means a stronger effect; inhibition, % at 20 µM, or IC50 in µM where a hit was titrated; hit rate 0.39% among 310,000; in the data active = a potency from the dose series; inconclusive = inhibition mostly from about 32% at the one dose, without a potency; inactive = the rest, 99 in 100 with inhibition below about 32%; note: strong numbers were not always called active
NTR1 agonist: agonists of NTR1, primary screen, imaging, U2OS cells, beta-arrestin-GFP, high content (AID 493036). Neurotensin receptor type 1 (Homo sapiens), P30989. NTR1-U2OS beta-arrestin-GFP spot imaging, agonist mode. activation, % at 20 µM. hit rate 0.17% among 330,000;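 active = activation at or above 40% of the spot to cytoplasm intensity ratio, with at least 20 cells analyzed; inconclusive = wells under 20 cells, flagged as cytotoxic or low count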;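 note: 0% = DMSO without peptide and 100% = 100 nM NTR1 peptide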
Target sequence (P30989 whole entry, looked up): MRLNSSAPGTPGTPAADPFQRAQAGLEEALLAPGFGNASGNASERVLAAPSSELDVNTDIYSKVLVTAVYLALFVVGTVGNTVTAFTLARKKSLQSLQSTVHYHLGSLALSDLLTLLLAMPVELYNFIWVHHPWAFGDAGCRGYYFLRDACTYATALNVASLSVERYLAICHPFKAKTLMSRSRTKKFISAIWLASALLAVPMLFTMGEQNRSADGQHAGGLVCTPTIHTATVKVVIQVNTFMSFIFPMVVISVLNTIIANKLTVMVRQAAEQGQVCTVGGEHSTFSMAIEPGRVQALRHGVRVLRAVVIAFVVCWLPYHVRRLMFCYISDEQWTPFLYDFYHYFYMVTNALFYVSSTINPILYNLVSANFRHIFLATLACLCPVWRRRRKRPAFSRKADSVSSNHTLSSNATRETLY
RSV antiviral HEp-2: RSV antiviral activity via CPE protection, HEp-2 cells, primary 10 µM value included (AID 2391); hit rate 0.13% among 310,000; HEp-2 cells, RSV-induced CPE inhibition; higher % means a stronger effect; CPE inhibition, % at 10 µM, or IC50 in µM where a hit was titrated; in the data active = a potency from the dose series; inconclusive = CPE inhibition mostly from about 23% at the one dose, without a potency; inactive = the rest, 99 in 100 with CPE inhibition below about 21%; note: strong numbers were not always called active
MgcRacGAP inhibition: MgcRacGAP GTPase-activating activity inhibitors, confirmation, biochemical, ADP Hunter fluorescence; Rac GTPase-activating protein 1 (Homo sapiens); MgcRacGAP-stimulated Rac1 GTP hydrolysis, ADP Hunter fluorescence; higher % means a stronger effect; GST-tagged Rac1 F28L mutant substrate; inhibition, % at 30 µM, or IC50 in µM where a hit was titrated; hit rate 0.6% among 340,000; AID 624330, 2012;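 active = first-screen hits whose inhibition reached a set limit at any dose in the follow-up dose series; inconclusive = inhibition above the set first-screen limit but never retested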;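 note: fluorescence reports GDP produced by GAP-driven GTP hydrolysis; strong numbers were not always called active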
West Nile virus CPE: West Nile virus antiviral activity, cell-based, CPE readout (AID 1621); West Nile virus-infected cells, CPE inhibition; higher % means a stronger effect; CPE inhibition, % at 10 µM; hits with a dose series show IC50 in µM; hit rate 0.02% among 290,000; in the data active = a potency from the dose series; inconclusive = CPE inhibition mostly from about 3.7% at the one dose, without a potency; inactive = the rest, 99 in 100 with CPE inhibition below about 2.2%; note: strong numbers were not always called active
NS5 inhibitors: Dengue-2 NS5 methyltransferase inhibitors, primary screen, biochemical, confirmation dose response (AID 588689) | one-dose inhibition, % at 25 µM; IC50 in µM for titrated hits | hit rate 0.3% among 340,000 | Genome polyprotein (Dengue virus type 2 (strain 16681-PDK53)) | Dengue-2 NS5 methyltransferase capping enzyme assay, biochemical; higher % means a stronger effect; in the data active = a potency from the dose series; inconclusive = inhibition above about 29% without an active follow-up result
T cell HTS vesicle-bound %: recorded beside T cell HTS, whose call it bears; double positive events, %; measured here: CD8+ vesicle-bound cell fraction;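 binding gate set so that unloaded-vesicle control wells show 10% double positive cells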
NTR1 agonist cell count 20 µM: also measured in NTR1 agonist; calls as there; cell count; measured here: cell count, cytotoxicity flag
NS5 inhibitors pilot replicate: also measured in NS5 inhibitors; calls as there; inhibition, %; measured here: pilot screen replicate inhibition
Starred values were filed as active, the others as inactive; i = inactive; ? = inconclusive; · = no result given; [ ] = remark or other dose.

SMILES	PhoP inhibition	T cell HTS	T cell HTS vesicle-bound %	K1F lysis inhibition	SV40 large T antigen	NTR1 agonist	NTR1 agonist cell count 20 µM	RSV antiviral HEp-2	MgcRacGAP inhibition	West Nile virus CPE	NS5 inhibitors	others
CCN(CC)S(=O)(=O)c1cccc(NC(=O)CNC2CCCCCC2)c1	·	i	39	0.1%	13%	2.5	43	-2.0%	185µM*	-0.1%	-3%
Fc1ccc(-c2nc3cnccn3c2NC2CCCC2)cc1	-2%	i	19	-0.4%	3%	0.6	51	0.2%	1%	-1.8%	-15%
C/C=C/c1ccc(OCCCNC2CCCC2)c(OC)c1	9%	i	25	1.6%	-2%	-0.1	45	-1.6%	20%	-0.5%	1%
O=C(CSc1c(F)c(F)cc(F)c1F)Nc1ccc(C2SCCS2)cc1	-2%	i	54	0.2%	6%	1.7	45	0.1%	4%	0.2%	6%
CC[C@H](C)/C=C(C)/C=C/C1=CC2=CC(=O)[C@]3(C)OC(=O)[C@@H](C(C)=O)[C@@H]3C2=CO1	-7%	i	46	0.2%	18%	-4.9	85	·	3%	-1.1%	8%
CCOc1ccccc1NC(=S)NC(=O)C1CC1	7%	i	43	1.5%	15%	0.1	46	3.1%	4%	-0.2%	-8%
CCCSC1=C(C#N)C(c2cc(OC)ccc2OC)CC(=O)N1 (centres undefined)	-2%	i	17	-0.6%	-1%	1.5	55	2.7%	7%	-0.3%	-8%
Cc1ccc(NC(=O)c2cc(N3C(=O)C=CC3=O)ccc2N2CCOCC2)cc1	·	·	·	-0.6%	·	·	·	·	3%	0.6%	-21%
O=C1CCCC(O)=C1N=Nc1c(Cl)cc(C(F)(F)F)cc1Cl	-10%	i	27	2.8%	13%	-0.1	46	·	2%	-0.1%	8%
CC(OC(=O)CCCN=C1NS(=O)(=O)c2ccccc21)C(=O)Nc1ccccc1F (centres undefined)	4%	i	20	1.0%[50 µM]	7%	1.7	67	0.1%	8%	·	-10%
COc1ccc(C2CC(=O)N(CC(=O)NCC3CCCO3)c3ccccc3S2)cc1OC (centres undefined)	1%	i	64	0.3%	-5%	1.6	90	2.5%	9%	1.3%	-4%
CC(C)Oc1ccc(S(=O)(=O)N2CCOCC2)cc1NC(=O)Cc1c(F)cccc1Cl	-6%	i	20	0.1%[50 µM]	-1%	1.9	57	-1.3%	14%	·	-7%

Overlap with the part before: two compounds, then new ones.
SMILES	PhoP inhibition	T cell HTS	T cell HTS vesicle-bound %	K1F lysis inhibition	SV40 large T antigen	NTR1 agonist	NTR1 agonist cell count 20 µM	RSV antiviral HEp-2	MgcRacGAP inhibition	West Nile virus CPE	NS5 inhibitors	others
COc1ccc(C2CC(=O)N(CC(=O)NCC3CCCO3)c3ccccc3S2)cc1OC (centres undefined)	1%	i	64	0.3%	-5%	1.6	90	2.5%	9%	1.3%	-4%
CC(C)Oc1ccc(S(=O)(=O)N2CCOCC2)cc1NC(=O)Cc1c(F)cccc1Cl	-6%	i	20	0.1%[50 µM]	-1%	1.9	57	-1.3%	14%	·	-7%
N#CC1=C(SCC(=O)NC23CC4CC(CC(C4)C2)C3)NC(=O)C(C#N)C12CCCCC2 (centres undefined)	-3%	i	20	0.6%	8%	6.3	53	6.0%	4%	-1.4%	1%
CC(C)C[C@@]12C(=O)N(c3cccc(Cl)c3)C(=O)N1[C@H](c1ccc(F)cc1)[C@@H]1C(=O)N(C3CCCCC3)C(=O)[C@@H]12	-5%	i	29	1.2%	8%	0.2	91	4.8%	2%	·	-6%
O=C(Nc1ccccc1)C1Cc2ccccc2CN1C(=O)c1ccco1 (centres undefined)	10%	i	46	0.4%	9%	1.2	77	2.0%	9%	-0.1%	-10%
COc1ccc(CCC(=O)Nc2ccc(C(=O)c3ccncc3)cc2)cc1	4%	i	56	0.2%	7%	0.4	52	0.8%	13%	-0.6%	-7%	NS5 inhibitors pilot replicate=1.5
C=CCn1c(SCC(=O)NCC2CCCO2)nc2scc(-c3ccccc3)c2c1=O (centres undefined)	1%	i	55	0.9%[50 µM]	13%	0.1	68	2.0%	8%	0.4%	-8%
NC(N)=NS(=O)(=O)c1ccc(NC(=S)NC(=O)c2ccncc2)cc1	-2%	i	47	-0.1%	19%	0.8	45	0.9%	4%	0.0%	-12%
CC(OC(=O)CNC(=O)c1ccco1)C(=O)Nc1ccc(Cl)cn1 (centres undefined)	-6%	i	26	2.2%[50 µM]	15%	0.5	59	-1.5%	5%	·	0%
Cc1cc(C)n2nc(C(=O)N/N=C/c3ccccc3C)nc2n1	5%	i	21	·	5%	0.0	47	1.6%	·	0.8%	·
Cn1c(C(=O)N2CCOCC2)cc2c(=O)n3ccccc3nc21	-2%	i	43	-1.5%[50 µM]	5%	-0.1	73	0.9%	9%	0.2%	6%
O=C(Cc1cccc2ccccc12)Nc1ccc2oc(-c3ccccc3)nc2c1	2%	i	37	1.2%	-2%	-0.7	61	1.1%	6%	0.1%	-10%
CC1(C)Cc2c(sc(NC(=O)C3CC(Cl)=CCC3C(=O)O)c2C#N)CO1 (centres undefined)	13%	i	26	-1.4%	0%	0.7	94	2.1%	7%	-0.2%	-9%
C[C@@]12CCC=C[C@H]1[C@H](c1ccc3ccccc3c1)N(Cc1ccccc1)C2=O	-4%	i	63	0.2%	7%	9.1	83	-2.7%	9%	0.3%	-3%
O=C(COC(=O)c1cc(Cl)ccc1O)NCCC1=CCCCC1	-1%	i	30	-0.7%	21%	1.6	61	-1.1%	10%	·	-4%
COc1ccc(CN2CCN(C(=O)c3cccs3)CC2)c(OC)c1OC	-1%	i	41	0.1%	13%	-0.8	28	-0.1%	?	-0.2%	4%
COC(=O)c1cc(NC(=O)c2c(-c3ccccc3)noc2C)ccc1N1CCOCC1	-7%	i	11	1.2%[50 µM]	7%	-0.3	69	0.5%	9%	-0.6%	4%
O=C(N/N=C/C=C/c1ccco1)c1ccccc1Cl	4%	i	25	-0.4%	11%	-0.5	24	-0.3%	17%	0.4%	3%
CCn1c(SCC(=O)N/N=C/c2c[nH]c3ccccc23)nnc1-c1ccc(C(C)(C)C)cc1	-6%	i	31	0.3%	13%	13	70	9.6%	-7%	-0.5%	0%
CC(=O)N1c2ccc(S(=O)(=O)N3CCC(C(=O)Nc4cc(C)ccn4)CC3)cc2CC1C (centres undefined)	-3%	i	24	0.1%	7%	-0.4	63	11%	6%	-0.3%	-17%
Cc1ccc(SCC(=O)NCC2COc3ccccc3O2)cc1 (centres undefined)	·	i	37	0.3%[50 µM]	·	-2.6	96	-0.7%	2%	·	-2%
CCS(=O)(=O)N1CCC(C(=O)NCc2ccc(F)cc2)CC1	14%	i	39	-1.1%	-3%	-0.7	45	0.3%	-3%	-0.1%	-1%
O=[N+]([O-])c1ccc(/C=N/n2cn[nH]c2=S)cc1	-15%	i	14	-0.3%	14%	-1.1	74	1.6%	-2%	-0.5%	5%
Fc1ccc(C(CCNCc2ccccn2)c2ccc(Cl)cc2)cc1 (centres undefined)	5%	i	64	-0.2%	4%	4.5	84	9.0%	22%	-2.0%	3%
CCOc1ccc(NC(=O)c2ccccc2SC)cc1	7%	i	48	2.0%[50 µM]	5%	0.2	62	-0.5%	11%	1.4%	-1%
CC1CCCN(C(=O)C2CCN(CCCc3ccccc3)CC2)C1 (centres undefined)	-10%	i	56	·	1%	-0.8	39	-1.6%	·	-0.4%	·
Cc1cc(C(=O)NNC(=O)Cc2ccc(Cl)cc2)c(C)o1	-4%	i	55	-1.0%	5%	0.1	69	-1.0%	3%	·	-3%
Fc1ccc(COc2ccccc2CNc2nn[nH]n2)cc1	-7%	i	43	0.0%	9%	0.0	78	0.7%	1%	0.1%	-2%
Cc1cccc(C(=O)OCC(=O)N2CCCCCC2)c1	·	i	36	0.2%[50 µM]	·	-1.2	57	0.5%	2%	·	4%
COc1cc(CCCN2CCNC[C@@H]2CC2CCCCC2)cc(OC)c1OC	·	i	25	0.4%	·	-0.8	53	·	12%	·	-6%
COC(=O)C1=C(C)N(CCCC(=O)O)C(=O)NC1c1ccc(OC)cc1 (centres undefined)	-2%	i	40	-0.3%	20%	8.4	66	0.7%	7%	1.3%	4%
Cc1cc(C)n(CC(=O)NCCC2=CCCCC2)n1	-3%	i	31	0.0%	8%	0.4	63	1.3%	2%	0.0%	-16%
CCCS(=O)(=O)N1CCCC(C(=O)N2CCCCC2)C1 (centres undefined)	8%	i	48	0.4%	9%	-1.0	84	0.7%	7%	-0.2%	3%
CCc1cccc(CC)c1NC(=O)CSc1nnc(C(C)C)n1CC	-1%	i	39	2.1%	16%	-2.9	53	2.4%	10%	·	-2%
Nc1nc(NCc2ccco2)nc(NCCO)c1[N+](=O)[O-]	-7%	i	13	0.0%	10%	-0.9	64	·	6%	0.1%	-1%
COCCCN(C(C)=O)c1nc(-c2ccc(OC)cc2)cs1	-3%	i	41	0.1%	14%	1.7	78	0.7%	7%	0.8%	-5%	NS5 inhibitors pilot replicate=6.1
Clc1ccc(-c2nnc3sc(-c4ccc(Br)o4)nn23)cc1	-7%	i	62	0.3%	6%	2.6	64	0.2%	2%	0.1%	?
CCNc1nnc(-c2ccc(C)cc2)o1	15%	i	8	0.1%	9%	-0.3	85	3.1%	7%	-0.1%	-5%
COc1ccc(NC(=O)C2CCCN2C(=O)NC2CCCCC2)c(OC)c1 (centres undefined)	6%	i	22	-1.5%	1%	-1.7	59	1.6%	3%	-0.7%	-7%
CCc1ccc(CNC(=O)C2CCCN(S(=O)(=O)N3CC(C)CC(C)C3)C2)cc1 (centres undefined)	3%	i	14	0.7%	9%	-0.9	47	1.1%	8%	-0.2%	-3%
Cn1c(=O)[nH]c(=O)c2c1nc(N1CCN(CCO)CC1)n2Cc1ccccc1	9%	i	38	-0.2%	8%	3.3	74	-1.7%	5%	0.6%	-1%	NS5 inhibitors pilot replicate=2.4
CCOc1ccc(N(C(=O)c2ccccc2Cl)C2=NC(C)(C)CS2)cc1	0%	i	26	0.5%	27%	1.2	57	2.4%	4%	-0.9%	-4%
